# Source: PubChem BioAssay (Sanford-Burnham Center for Chemical Genomics)
# SENP7 inh: inhibitors of human SENP7 protease | Q9BQF6 | recombinant SENP7, Z-RLRGG-aminoluciferin luminescence, 40 min | inhibition, % at 5 µM | 1.5% of 330,000 active;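 active means inhibition above about 50% at the single test dose, limit read from the data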;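 further: plate controls were DMSO with enzyme for no effect and no enzyme buffer wells for full effect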
# Target sequence (Q9BQF6 706-1050 limits assumed): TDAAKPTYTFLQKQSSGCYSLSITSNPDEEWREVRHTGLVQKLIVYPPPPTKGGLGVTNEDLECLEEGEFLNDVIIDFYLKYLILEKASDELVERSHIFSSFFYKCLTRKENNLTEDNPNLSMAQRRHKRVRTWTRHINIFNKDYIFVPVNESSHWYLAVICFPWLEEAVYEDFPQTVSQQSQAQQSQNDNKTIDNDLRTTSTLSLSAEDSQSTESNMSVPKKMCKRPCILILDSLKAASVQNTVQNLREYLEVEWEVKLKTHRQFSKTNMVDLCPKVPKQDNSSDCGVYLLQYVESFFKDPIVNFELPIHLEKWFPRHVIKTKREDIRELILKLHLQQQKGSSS
# PfGluPho inh: PfG6PD (Plasmodium falciparum) enzyme inhibition; PfGluPho enzyme, NADPH resazurin-diaphorase fluorescence; inhibition, % at 20 µM; 0.78% of 350,000 active; AID 504690;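 active means inhibition reaching at least a set limit at 20 µM in the primary screen, cut at about 59% in these data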;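 further: 0% = DMSO wells with substrate and 100% = DMSO wells lacking glucose-6-phosphate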
# SENP8 block-1: inhibitors of human SENP8 protease | Q96LD8 | recombinant SENP8, Nedd8 substrate fluorescence | inhibition, % at 20 µM | 0.64% of 360,000 active | AID 602440; in the data active means inhibition mostly above about 40%, no sharp cut-off; inactive means mostly below about 27%
# Target sequence (Q96LD8 whole entry, looked up): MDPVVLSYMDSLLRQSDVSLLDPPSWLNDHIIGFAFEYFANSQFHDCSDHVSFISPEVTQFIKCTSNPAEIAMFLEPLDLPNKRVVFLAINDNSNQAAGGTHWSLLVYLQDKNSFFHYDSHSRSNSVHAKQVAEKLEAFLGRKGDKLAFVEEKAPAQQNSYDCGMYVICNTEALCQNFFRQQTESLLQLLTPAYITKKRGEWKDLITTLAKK
# HKDC1 inhibitor: HKDC1 (human) hexokinase inhibition | Q2TB90 | 0.16% of 340,000 active | recombinant HKDC1, G6PDH/diaphorase resazurin coupled fluorescence | inhibition, % at 20 µM;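 active means inhibition above about 35% when tested at 20 µM, limit read from the data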;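 further: plate controls were DMSO wells with enzyme for no effect and DMSO wells lacking enzyme for full effect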
#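 Test system: Recombinant HKDC1 (HK5) hexokinase enzyme, produced in-house | Input: HKDC1 at 5 µg/mL | Buffer or medium: Tris pH 8.0 buffer with MgCl2, Tween-20, BSA, BME | Schedule: 90 min reaction incubation at room temperature, dark | Technique: Resazurin-to-resorufin fluorescence via G6PDH and diaphorase coupling, 525/613 nm | Controls: DMSO wells with and without enzyme mix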
# Apaf-1 inh: inhibitors of human Apaf-1 apoptosome; reconstituted apoptosome caspase-3 activity, DEVD-Rh110 fluorescence; O14727; 0.71% of 330,000 active; inhibition, % at 20 µM; active means inhibition of at least 40% at 20 µM;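 further: plate controls were DMSO wells for no effect and DEVD-CHO caspase inhibitor wells for full effect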
#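 System – cell-free apoptosome with Apaf-1, procaspase-3 and caspase-9 · Buffer or medium – pH 7.5 Hepes buffer with CHAPS, BSA, DTT · Also added – cytochrome c with DEVD-Rh110 · Times – 30 min compound preincubation, 50 min activation, room temperature · Technique – Rh110 fluorescence intensity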
# SENP6 inh: SENP6 protease inhibition | Q9GZR1 | Recombinant SENP6 catalytic domain, aminoluciferin luminescence | inhibition, % at 10 µM | 1.8% of 330,000 active;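 active means inhibition above about 50% at the single tested dose, limit read from the data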;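 further: plate controls were DMSO wells with enzyme for no effect and DMSO wells lacking enzyme for full effect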
# Target sequence (Q9GZR1 628-1112 limits assumed): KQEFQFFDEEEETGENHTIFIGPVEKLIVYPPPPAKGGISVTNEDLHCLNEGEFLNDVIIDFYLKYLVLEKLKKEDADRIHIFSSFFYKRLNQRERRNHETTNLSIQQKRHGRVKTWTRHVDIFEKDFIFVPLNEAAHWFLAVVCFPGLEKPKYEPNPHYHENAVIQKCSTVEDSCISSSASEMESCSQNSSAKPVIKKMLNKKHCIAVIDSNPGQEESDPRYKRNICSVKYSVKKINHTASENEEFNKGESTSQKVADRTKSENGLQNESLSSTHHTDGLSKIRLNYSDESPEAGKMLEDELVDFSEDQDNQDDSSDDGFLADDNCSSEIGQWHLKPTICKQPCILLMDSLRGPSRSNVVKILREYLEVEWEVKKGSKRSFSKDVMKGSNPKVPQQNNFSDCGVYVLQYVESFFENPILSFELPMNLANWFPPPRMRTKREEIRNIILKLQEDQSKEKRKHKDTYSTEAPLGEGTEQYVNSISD
# SENP1 FRET inh: SENP1 (human) catalytic domain inhibition. Q9P0U3. inhibition, % at 10 µM. AID 624204. 0.21% of 360,000 active. recombinant SENP1 catalytic domain, CyPet-SUMO1-YPet FRET cleavage;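 active means inhibition at least 30% at 10 µM, raw YFP signal under a set limit, fluorescence ratio 0.5 to 1.5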;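 further: 0% = enzyme with DMSO and 100% = no enzyme wells; some results filed as inactive read as strong as hits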
#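 Test system: recombinant human SENP1 catalytic domain, His6-tagged / Medium: pH 8 Tris buffer with EDTA, NaCl, BME, BSA, NP40, catalase / Also added: SUMO1 FRET substrate flanked by Cypet and Ypet, 25 nM / Times: 50 min reaction at room temperature / Signal: FRET, CFP and YFP emission / Control set: no-enzyme low control and enzyme-plus-DMSO high control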
# SENP8 block-2: blocks the human protease SENP8. 1.2% of 330,000 active. inhibition, % at 10 µM. purified SENP8, Z-RLRGG-aminoluciferin cleavage, luminescence. AID 2540; in the data active means inhibition above about 50%
# Numbers without * were called inactive; nt = no result given.
No.	SMILES	HKDC1 inhibitor	SENP7 inh	Apaf-1 inh	SENP8 block-1	PfGluPho inh	SENP8 block-2	SENP6 inh	SENP1 FRET inh
1	CCCCNC(=O)c1ccccc1NC(=O)c1ccccc1N(C)S(C)(=O)=O	2	-5	2	-14	22	-5	-5	0
2	COCC(C)NC(=S)NCCc1ccc(Cl)cc1Cl (stereo unspecified)	-6	-3	-1	7	-3	-3	-30	0
3	C[C@H](CO)N1C[C@H](C)[C@@H](CN(C)C(=O)Nc2ccccc2)Oc2c(NC(=O)Cc3ccccc3)cccc2C1=O	-2	-4	8	18	1	-5	-16	2
4	COc1ccc2[nH]c3c(c2c1)CCN1C(=O)C(CC(=O)NC(C)(C)C)C[C@H](C(=O)N2CCCCC2)[C@@]31CCc1ccccc1 (stereo partly specified)	15	2	22	0	6	nt	nt	1
5	C=CCOC(=O)C1=C(C)N=C2SCCC(=O)N2C1c1ccc(OC(=O)c2ccco2)cc1 (stereo unspecified)	5	0	17	4	-1	-3	-7	2
6	CC1C(C(=O)Nc2ccccc2)CCCC1(C)C(=O)O (stereo unspecified)	-6	2	-10	15	-5	3	6	3
7	CCCNC(=O)c1onc(CSc2ccc(Cl)cc2)c1C(=O)NCCC(C)C	1	2	17	4	37	-1	-13	0
8	CC(C)CCOC(=O)C[N+](C)(C)CCOC1CC2CCC1(C)C2(C)C (stereo unspecified)	-7	7	11	14	-2	-1	-12	1
9	CCC(C)Nc1nc(C)nc2c1oc1ccccc12 (stereo unspecified)	0	-3	-10	-2	7	9	10	1
10	Cc1nc2c(Cl)cc(Cl)cc2[nH]1	-8	1	4	13	-15	2	-7	1
11	CCOC(=O)N1CCN(C(=O)COc2ccc(S(=O)(=O)NC(C)C)cc2)CC1	-2	-8	7	12	-10	-11	-9	2
12	COc1ccc(C(=O)c2sc(Nc3ccccc3)c(C(=O)Nc3ccc(OC)c(OC)c3)c2N)cc1	-15	2	-2	50*	22	-3	2	-18
13	COc1cccc(-c2sc3ccc(OC)cc3c2C#CC2(O)CCCCC2)c1	8	5	23	-498	-8	-11	-27	-5
14	CCOC(=O)C1=C(C)NC(SCC(=O)Nc2cc(C)on2)=C(C#N)C1c1cccs1 (stereo unspecified)	-5	-6	15	7	-2	-11	-30	3
15	O=[N+]([O-])c1ccccc1/C=N/Nc1nccnc1Cl	-5	34	-3	15	0	22	23	2
16	O=c1c2ccccc2nc(/C=C/c2ccccc2)n1CCCO	-1	-3	0	4	0	-2	-19	1
17	CC1=CC(C)C2(COC(c3ccc[n+](C)c3)OC2)C(C)C1 (stereo unspecified)	-10	nt	nt	8	-7	nt	nt	1
18	O=S(=O)(Nc1nc2ccccc2nc1-[n+]1ccccc1)c1ccc(Cl)cc1	-4	2	-1	18	10	-7	-7	-22
19	Cc1cccnc1NC(=O)c1ccc2c(c1)OCCO2	-6	-3	-4	7	1	-9	-10	-2
20	CCOC(=O)C1CCN(C(=O)c2cccc(C(=O)N3CCC(C(=O)OCC)CC3)c2)CC1	-19	-5	-3	19	-1	0	11	-1

# In a second layout: entries from further up
4. COc1ccc2[nH]c3c(c2c1)CCN1C(=O)C(CC(=O)NC(C)(C)C)C[C@H](C(=O)N2CCCCC2)[C@@]31CCc1ccccc1 (stereo partly specified)
5. C=CCOC(=O)C1=C(C)N=C2SCCC(=O)N2C1c1ccc(OC(=O)c2ccco2)cc1 (stereo unspecified)
assay / compound | 4 | 5
HKDC1 inhibitor | 15 | 5
SENP7 inh | 2 | 0
Apaf-1 inh | 22 | 17
SENP8 block-1 | 0 | 4
PfGluPho inh | 6 | -1
SENP8 block-2 | nt | -3
SENP6 inh | nt | -7
SENP1 FRET inh | 1 | 2

# Next section:
No.	SMILES	HKDC1 inhibitor	SENP7 inh	Apaf-1 inh	SENP8 block-1	PfGluPho inh	SENP8 block-2	SENP6 inh	SENP1 FRET inh
21	Cc1cccc(N(C(=O)Cc2cccs2)C(C(=O)NCc2ccco2)c2ccncc2)c1 (stereo unspecified)	-4	-2	3	5	-1	1	-5	0
22	CCOc1ccc(C(=O)NNC(=O)CNC(=O)c2ccc(C)s2)cc1OC	1	-10	-7	4	8	1	-8	0
23	S=c1[nH]nc(C2CCCCC2)n1/N=C/C(Cl)=C\c1ccccc1	-6	-2	22	19	0	-22	-29	1
24	O=C(Nc1ccc(N2CCOCC2)cc1)C1CCN(C(=O)OCc2ccccc2)CC1	3	7	-5	0	3	9	12	3
25	Cc1cccc(-n2c(Cc3ccccc3)nnc2SCC(=O)N2CCOCC2)c1	-1	2	1	3	-13	2	-17	3
26	O=c1[nH]c(Nc2ccc(F)cc2)cc2ccccc12	10	92*	95*	-273	-8	85*	85*	-45
27	C#CCOc1c(Br)cc(/C=C2/C(=O)ON=C2C)cc1OCC	7	0	12	16	7	6	-18	0
28	O=C(c1cc(-c2ccc(O)cc2)on1)N1CCN(c2ccccc2)CC1	-4	-2	6	10	-18	-7	0	0
29	Cc1cc(C)n2ncc(C(=O)Nc3ccc4c(c3)OCO4)c2n1	-1	-7	8	16	7	-11	-4	-1
30	COc1cccc(N(C(C)=O)c2nc(C)cc(C)c2C#N)c1	-2	2	1	10	-9	1	-2	3
31	CN1CCN(C(=O)/C(=C/c2ccccc2F)NC(=O)c2ccccc2)CC1	-8	-6	-10	10	-20	2	-4	0
32	CCOc1ccc(-n2ccnc2SCC(=O)NCc2ccc3c(c2)OCO3)cc1	1	3	3	19	-25	6	-18	1
33	Cc1ccc(S(=O)(=O)Nc2ccc(NC(=O)/C=C/C(=O)O)cc2)cc1	-9	3	-8	8	-12	-1	-1	1
34	CC(Oc1ccccc1)C(=O)Nc1ccc(S(=O)(=O)NCC2CCCO2)cc1 (stereo unspecified)	-17	8	-17	6	-5	-3	-10	-2
35	CN(Cc1c(F)cccc1Cl)C(=O)c1cccc(S(=O)(=O)N2CCN(Cc3ccccc3)CC2)c1	-2	nt	nt	8	-21	nt	nt	-1
36	CN(C(=O)C1CCC(=O)N(Cc2ccccc2F)C1)C1CCOCC1 (stereo unspecified)	0	5	-10	5	-9	1	-2	1
37	CC(C)n1cc(CN2CCCC(C(=O)Nc3cccc(-c4cc5ccccc5[nH]4)c3)C2)cn1 (stereo unspecified)	0	-5	29	-418	-1	-7	5	-3
38	CCCOc1ccc(C(=O)CCCC(=O)c2ccc(OCCC)cc2)cc1	-5	-12	5	6	10	-4	-17	-2
39	CS(=O)(=O)N1CCc2cc(-c3csc(NC(=O)Cc4ccccc4)n3)ccc21	14	12	3	0	20	0	3	0
40	Nc1sc2c(c1C(=O)NC1CCS(=O)(=O)C1)CCCC2 (stereo unspecified)	6	4	22	-73	62*	-6	16	-15

# Limited to SENP8 block-1 (2 entries from above):
no.	SMILES	SENP8 block-1
9	CCC(C)Nc1nc(C)nc2c1oc1ccccc12 (stereo unspecified)	-2
10	Cc1nc2c(Cl)cc(Cl)cc2[nH]1	13

# Additional results
No.	SMILES	HKDC1 inhibitor	SENP7 inh	Apaf-1 inh	SENP8 block-1	PfGluPho inh	SENP8 block-2	SENP6 inh	SENP1 FRET inh
41	COc1ccc(OC)c(S(=O)(=O)N(C)CC(=O)N2CCN(c3ccc(F)cc3)CC2)c1	-5	-18	-14	6	2	-6	-33	2
42	O=C(O)Cn1nc(-c2ccccc2)c2ccccc2c1=O	-5	-6	-7	23	0	6	6	0
43	O=C(Nc1cccc([N+](=O)[O-])c1)N(c1ccccc1)c1ccccc1	0	nt	nt	18	-13	nt	nt	2
44	CCOC(=O)c1sc(N=NC2=C(O)CCCC2=O)c(C(=O)OCC)c1C	4	3	26	53*	5	0	3	-4
45	C=CCNC(=O)c1ccc(CNS(=O)(=O)c2ccc(NC(C)=O)cc2)cc1	-10	-2	0	12	-5	3	6	2
46	CCOc1ccc(C(=O)NC(=S)Nc2ccc(N3CCCCC3)cc2)cc1[N+](=O)[O-]	-7	4	11	5	64*	-3	-20	4
47	O=C(c1ccccc1)c1c[nH]c(C(=O)NNc2cccc(Cl)n2)c1	3	-5	1	11	2	-1	-14	0
48	CO/N=C(/CS(=O)(=O)c1ccc(Br)cc1)c1ccc(OC)cc1	1	0	15	24	9	-7	-9	3
49	O=C(C1CCCO1)N(Cc1ccccc1)c1ccccc1 (stereo unspecified)	-4	-2	-8	20	-4	1	-27	2
50	O=C(CSCc1ccccc1)N/N=C/c1ccc(OCC(=O)N2CCCCC2)cc1	-4	nt	nt	8	-4	nt	nt	0
51	Oc1cc2c(cc1O)CN(C(=S)NCCc1ccc(Cl)cc1)CCC2	-1	8	11	10	58	2	1	0
52	OCC1(CO)CCCC(CO)(CO)C1O	-8	nt	nt	1	-2	nt	nt	1
53	COc1ccccc1Cn1nnc2c(=O)[nH]c(C3CCN(C(=O)c4ccc(C)cc4)CC3)nc21	-3	4	19	11	3	9	-7	1
54	Cc1ccn2c(-c3n[nH]c(=S)n3Cc3ccccc3)c(C)nc2c1	-7	-4	-10	4	29	6	0	4
55	CS(=O)(=O)Cc1ccc(C(=O)NCC2(N3CCCCC3)CCCCC2)cc1	-1	3	-2	16	-27	3	4	3
56	CCOC(=O)C1CCCN(C(=O)/C=C/c2ccccc2[N+](=O)[O-])C1 (stereo unspecified)	26	-2	-1	8	-5	-2	12	3
57	COc1ccc(Cc2nnc(SCc3nc4ccccc4c(=O)[nH]3)n2C)cc1	8	-3	0	-1	11	7	0	-4
58	CC(C)(C(N)=O)c1ccccc1	-8	-4	-6	13	12	0	-10	2
59	S=c1[nH]nc(-c2cccs2)n1/N=C/c1cn(-c2ccccc2)nc1-c1cccs1	-4	-4	0	15	-10	3	11	2
60	CCN1CCN(c2ccc(S(=O)(=O)N3CCCCC3)cc2NC(=O)c2ccccc2)CC1	-4	11	4	7	-4	-7	-10	0
61	CCC(=O)Nc1c(C#N)c2nc3ccccc3nc2n1C1CCCCC1	14	-2	-9	-368	36	-2	15	-90
62	NS(=O)(=O)c1cccc(NC(=O)CC23CC4CC(C2)CC(CC(=O)Nc2cccc(S(N)(=O)=O)c2)(C4)C3)c1	6	-1	6	19	-7	3	16	0
63	CN(C)c1ccc([C@@H]2[C@@H]([N+](=O)[O-])[C@H]3C=Cc4ccccc4N3[C@H]2C(=O)c2ccc(Cl)cc2)cc1	-5	9	29	0	47	2	-2	-25

# No new results follow: an excerpt of the list.
No.	SMILES	HKDC1 inhibitor	SENP7 inh	Apaf-1 inh	SENP8 block-1	PfGluPho inh	SENP8 block-2	SENP6 inh	SENP1 FRET inh
41	COc1ccc(OC)c(S(=O)(=O)N(C)CC(=O)N2CCN(c3ccc(F)cc3)CC2)c1	-5	-18	-14	6	2	-6	-33	2
42	O=C(O)Cn1nc(-c2ccccc2)c2ccccc2c1=O	-5	-6	-7	23	0	6	6	0
43	O=C(Nc1cccc([N+](=O)[O-])c1)N(c1ccccc1)c1ccccc1	0	nt	nt	18	-13	nt	nt	2
44	CCOC(=O)c1sc(N=NC2=C(O)CCCC2=O)c(C(=O)OCC)c1C	4	3	26	53*	5	0	3	-4
45	C=CCNC(=O)c1ccc(CNS(=O)(=O)c2ccc(NC(C)=O)cc2)cc1	-10	-2	0	12	-5	3	6	2
46	CCOc1ccc(C(=O)NC(=S)Nc2ccc(N3CCCCC3)cc2)cc1[N+](=O)[O-]	-7	4	11	5	64*	-3	-20	4
